BRCA1 expr up – qHTS Assay to Identify Small Molecule Activators of BRCA1 Expression | MCF7-BRCA1-FFLuc reporter, luminescence, 48 h; response scale: scaled: vehicle 0%, 10 µM genistein 100% | Potency, µM (top dose mostly 46.1 µM), inactives show top-dose activation, usual class: activators | actives 1.1% (n = 380,000) | AID 624202, 2012; active = well fitted activation curve with a large enough effect; inconclusive = small, poorly fitted or top-dose-only effect; inactive = no such curve, though single readings can be large or run the other way; also: nearly all actives have a fitted effect of over 80% in size; some results filed as inactive show a strong effect at the top dose
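MCF7 cells carrying a BRCA1-firefly luciferase reporter (2000 cells/well, phenol-red free MEM) were attached for 2 h at 37 °C, then given compounds for 48 h. Luminescence was read 15 min after luciferase reagent; activity normalized to genistein (10 microM) and DMSO.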
Active calls of the source: *; ? = inconclusive. Potency is read from the fitted curve at half-maximal effect. Some of the compounds tested; count on the stated rates, not on these rows.

SMILES	BRCA1 expr up
CCc1ccc(S(=O)(=O)N(C(C)=O)c2ccc3oc4c(c3c2)CCCC4)cc1	1%
COc1ccc(Cc2c(-c3ccc(Cl)cc3)nc3c(C)cc(Br)cn23)c(C)c1	-50%
C=C[C@H]1C(C(=O)OCC)=CC[C@@H](c2ccccc2)N1S(=O)(=O)c1ccc(C)cc1	-47%
Cn1c(=O)c2cc(NC(=O)NCCc3cccs3)ccc2n1-c1ccc(C(C)(C)C)cc1	-26%
COc1ccc(C)cc1NC(=O)N1CCN(c2cc(-c3noc(C)n3)ccc2C)CC1	-3%
CCOC(=O)C1(C)CCCN1C(=O)c1ccc(C(F)(F)F)nc1C (configuration not stated)	0%
COc1cc2[nH]c(=O)n(Cc3ccc(C(=O)N4CCN(c5cccc(C)c5C)CC4)cc3)c(=O)c2cc1OC	9%
O=C1c2cccc(-c3ccc(C(F)(F)F)cc3)c2C2CC=CCN12 (configuration not stated)	-23%
Cc1ccccc1-c1cc2nc(NCCCN(C)C)n(C)c(=O)c2s1	-5%
CCOC(=O)[C@]12CCC=C1N(Cc1ccc3c(c1)OCO3)C(=O)[C@H](CC(=O)NCc1ccc(OC)c(OC)c1)C2	9%
COc1ccccc1/C=C/c1nc(C#N)c(N2CCN(c3ccccc3)CC2)o1	-1%
CC1(C(=O)NS(=O)(=O)c2ccc(F)cc2F)CCN1C(=O)CC(c1ccccc1)c1ccccc1 (configuration not stated)	16%
O=C(CN1C(=O)COc2ccc(S(=O)(=O)Nc3ccccc3)cc21)Nc1cccc(Cl)c1	-26%
N#CN=c1snc(-c2ccccc2)n1-c1ccc(Cl)cc1	-47%
Cc1cc(C)cc(NC(=O)COc2cccc3c(=O)n(C)ccc23)c1	0%
CC1(C(=O)NS(=O)(=O)c2cccc(F)c2)CCN1C(=O)c1cccc(F)c1 (configuration not stated)	5%
CCc1ccccc1NC(=O)C(=O)NCCc1sc(-c2cccc(C)c2)nc1C	14%
Cc1ccccc1S(=O)(=O)NC(=O)C1(C)CCN1C(=O)C1(c2ccc(Cl)cc2)CC1 (configuration not stated)	10%
COc1ccc(F)cc1-c1cc(C(=O)NCc2ccc(F)cc2)[nH]n1	-8%
Cc1ccc(C)c(N2CCN(C(=O)CCS(=O)(=O)c3cc4c(cc3Cl)NC(=O)CO4)CC2)c1	-1%
Cc1ccc(NC(=O)Cn2c(=O)n(CC(=O)NCCc3ccccc3)c(=O)c3ccccc32)cc1C	4%
CC1CCN(c2nc3ccc(C(=O)NCc4ccc(Cl)cc4)cc3s2)CC1	25%
COc1ccc(CN(Cc2ccccc2)C(=O)c2cccc(C#N)c2)cc1COc1ccc(NC(C)=O)cc1	-39%
COc1ccc(C(O)c2nc(-c3cccc(C(C)C)c3)cs2)cc1 (configuration not stated)	0%
O=S(=O)(c1ccccc1C(F)(F)F)N1CCN(c2nc(-c3ccccc3)nc3ccccc23)CC1	9%
CCOC(=O)[C@]12CCCC=C1N(Cc1ccco1)C(=O)[C@H](CC(=O)N1CCN(C(=O)C3CC3)CC1)C2	26%
CC(C(=O)c1ccccc1)[n+]1cccc(Cl)c1 (configuration not stated)	?
CS(=O)(=O)N1CCCCC1c1cc(C(=O)NCc2ccc(Cl)c(Cl)c2)no1 (configuration not stated)	-9%
C=C1NN(C)C(=O)N1c1ccc(OC)cc1	7%
OC(c1cc(F)cc(Cl)c1)c1ncc(-c2cccc(C(F)(F)F)c2)[nH]1 (configuration not stated)	-38%
CC(C)(C)c1ccc(CC(=O)N2CCC2(C)C(=O)NS(=O)(=O)c2ccc(C#N)cc2)cc1 (configuration not stated)	5%
COCCNc1nc(NCc2cccc(OC)c2)c2sc(-c3ccccc3)cc2n1	-50%
COc1ccc(C)cc1NC(=O)CN(c1cc(C(F)(F)F)ccc1Cl)S(C)(=O)=O	-14%
Clc1cccc(-c2nc3c4ccccc4ccn3c2Cc2ccsc2)c1	-19%
OCc1ccc(-c2cncc3nccn23)cc1	5%
COc1ccccc1-c1cnc(C(O)c2cccc(C)c2C)[nH]1 (configuration not stated)	4%
COc1ccc(OCC(=O)Nc2cc(-c3ccccc3F)nn2-c2ccccc2)cc1	0%
COc1ccc(C(O)c2nc(-c3cncnc3)cs2)cc1 (configuration not stated)	-35%
COc1cccc(CNC(=O)[C@@H]2CCCN2)c1	0%
CCc1ccc(NC(=O)Cn2c(SCc3ccc(C)cc3)nc3ccncc32)cc1	6%
Cc1cc(C)cc(OC(=O)c2cc(-c3ccc(Cl)cc3)on2)c1	0%
OC(c1cccc(Cl)c1)c1nc(-c2cccc3cccnc23)cs1 (configuration not stated)	0%
CCC(=O)N1CCc2cc(S(=O)(=O)N3CCN(c4ccccc4F)CC3)ccc21	1%
CCn1cc(C(=O)NCc2ccc(C)cc2)c(=O)c2cc(S(=O)(=O)N3CCC(C)CC3)ccc21	12%
Cc1ccc(OCC(=O)OCc2cc(=O)n3nc(C4CCCCC4)sc3n2)cc1C	0%
Cc1ccc(N(C)S(=O)(=O)c2ccc(-c3coc(C)n3)cc2)cc1	-3%
CC(C)N(C(=O)c1cc2c(Cl)nc3ccccc3c2s1)C1CCCCC1	19%
COc1cccc(Cn2cnc(-c3ccccc3OC)c2-c2cccnc2)c1	-3%
Cc1cc(C)c(C(O)c2ncc(-c3ccccc3Cl)[nH]2)c(C)c1 (configuration not stated)	-9%
COc1ccc(-c2csc(C(C)(O)c3ccc(F)c(F)c3)n2)cn1 (configuration not stated)	-28%

More entries
SMILES	BRCA1 expr up
Cc1ccc(CN(C(=O)COc2ccccc2[N+](=O)[O-])c2ccccn2)o1	0%
COCCCN1C(=O)C(CC(=O)NCc2cccc3ccccc23)CC(C(=O)N2CCOCC2)=C1C (configuration not stated)	-3%
Cc1cccc(CNC(=O)CN2CC(C)Sc3ccccc32)c1 (configuration not stated)	25%
CCCCC[C@@H](C)N1C[C@@H](COCc2ccccc2)Oc2cc(N3CCC[C@H]3COC)ccc2S1(=O)=O	-16%
COc1ccc(Cl)cc1N(C)C(=O)c1cc2c(=O)oc3ccc(C)cc3c2s1	13%
Cc1cc(NC(=O)CC(C)C)cc(-c2nc3ncccc3o2)c1O	-6%
O=C(Cn1c(=O)n(-c2ccccc2Cl)c(=O)c2sc3ccccc3c21)N1CCCC1	11%
COC(=O)[C@]12CCCCC=C1N(CCC1=CCCCC1)C(=O)[C@H](CC(=O)N1CCSCC1)C2	-10%
COC(=O)[C@]12CCCCC=C1N(Cc1ccc(Cl)cc1Cl)C(=O)[C@H](CC(=O)N1CCCC1)C2	-6%
Cc1ccc(C)c(C(=O)CSc2nc3cc(C(=O)NC4CCCC4)ccc3c(=O)n2CC2CCCO2)c1 (configuration not stated)	9%

The list goes on; the last two above are carried over.
SMILES	BRCA1 expr up
COC(=O)[C@]12CCCCC=C1N(Cc1ccc(Cl)cc1Cl)C(=O)[C@H](CC(=O)N1CCCC1)C2	-6%
Cc1ccc(C)c(C(=O)CSc2nc3cc(C(=O)NC4CCCC4)ccc3c(=O)n2CC2CCCO2)c1 (configuration not stated)	9%
COc1ccccc1C(=O)Nc1nc(-c2ccccc2)ns1	?
COc1cccc(C2C(C(=O)Nc3ccc(Cl)cc3)=C(C)Nc3nc4ccccc4n32)c1 (configuration not stated)	1%
CC(C)c1ccc(Nc2c(-c3ccccc3O)nc3cnccn23)cc1	-66%
OC[C@@H]1CN(Cc2ccco2)C[C@H](n2cnc3c(N4CCN(c5ccccc5)CC4)ncnc32)O1	12%
COc1ccc(-c2cc(NC=O)c3ncc(-c4cccc(C(F)(F)F)c4)n3c2)cc1OC	-12%
CC1=C(C(N)=O)C(c2ccccc2Br)n2ncnc2N1 (configuration not stated)	12%
COc1ccc(NC(=O)Cn2cc(S(=O)(=O)c3ccc(C)cc3)c(=O)c3ccccc32)cc1OC	-18%
CC[C@@H]1Cc2[nH][nH]c(=O)c2[C@H](CC(C)C)O1	16%
O=C(C[n+]1cc(Br)cc(Br)c1)c1ccc(I)cc1	0%
CCCC(O)c1nc2ccccc2n1CCCOc1ccc(Cl)cc1 (configuration not stated)	0%
C#CCn1cc(CNC[C@H]2O[C@@H](n3cnc4c(=O)[nH]c(N)nc43)[C@H](O)[C@@H]2O)c2ccccc21	12%
Nc1cccc2cccnc12	0%
CC(=O)Nc1cc(-c2ccc(N)nc2)cn2c(-c3cccc(C(F)(F)F)c3)cnc12	0%
CC1(C(=O)NS(=O)(=O)c2ccc(Br)cc2)CCN1C(=O)C/C=C/c1ccccc1 (configuration not stated)	20%
CCn1c(=O)cc(OCC(=O)NCc2ccccc2Cl)c2ccccc21	-38%
CCc1nc2c(OCCOc3ccccc3)cccn2c1N(C)C(=O)c1ccc(OC)cc1	-32%
COc1cccc(CNC(=O)CCCN2C(=O)CSc3c2c(C)nn3-c2ccccc2)c1OC	20%
CCCNC(=O)CN1C(=O)COc2ccc(S(=O)(=O)N3CCCC3)cc21	-12%
CC(C)(C)n1nnnc1C(c1ccccc1)N1CCN(c2c(Cl)cncc2Cl)CC1 (configuration not stated)	-28%
CN(c1ncnc2onc(-c3cccc(Cl)c3)c12)C1CCCCC1	-31%
CC(C)c1ccc(CN2CCC(C)(Oc3ccc(Cl)cc3)C2)cc1 (configuration not stated)	4%
Cc1ccc(S(=O)(=O)NC(=O)C2(C)CCN2C(=O)C2CCCCC2)nc1 (configuration not stated)	6%
CCCCc1c(-c2ccccc2OC)ncn1CCc1ccc(OC)cc1	-30%
CCc1nc2ccc(C(=O)NC3CCN(Cc4ccccc4)CC3)cn2c1N(C)Cc1cc2ccccc2s1	-57%
COc1cc2c(NC3CCN(C)CC3)nc(N3CCCN(C)CC3)nc2cc1OCc1ccccc1	-59%
COc1ccc(N2C(=O)CSC23C(=O)N(Cc2ccc(C)cc2)c2ccccc23)cc1Cl (configuration not stated)	-38%
COc1ccc(C(c2nnnn2C2CCCC2)N2CCN(C/C=C/c3ccccc3)CC2)cc1 (configuration not stated)	1%
Cc1ccc(C)c(N2CCN(c3nc4ccccc4c4nc(-c5cccnc5)nn34)CC2)c1	-12%
Cc1cc(NC(=O)COC(=O)c2ccccc2OCCOc2ccccc2)ccc1Br	29%
C[C@H]1COc2cc(N3CCC[C@@H]3CO)ccc2S(=O)(=O)N1	17%

13 entries from above, sorted by SMILES length, lowest first:
SMILES	BRCA1 expr up
Nc1cccc2cccnc12	0%
CCCCc1c(-c2ccccc2OC)ncn1CCc1ccc(OC)cc1	-30%
CN(c1ncnc2onc(-c3cccc(Cl)c3)c12)C1CCCCC1	-31%
CCn1c(=O)cc(OCC(=O)NCc2ccccc2Cl)c2ccccc21	-38%
C[C@H]1COc2cc(N3CCC[C@@H]3CO)ccc2S(=O)(=O)N1	17%
CCCNC(=O)CN1C(=O)COc2ccc(S(=O)(=O)N3CCCC3)cc21	-12%
Cc1ccc(S(=O)(=O)NC(=O)C2(C)CCN2C(=O)C2CCCCC2)nc1 (configuration not stated)	6%
CC(C)(C)n1nnnc1C(c1ccccc1)N1CCN(c2c(Cl)cncc2Cl)CC1 (configuration not stated)	-28%
COc1cccc(CNC(=O)CCCN2C(=O)CSc3c2c(C)nn3-c2ccccc2)c1OC	20%
Cc1ccc(C)c(N2CCN(c3nc4ccccc4c4nc(-c5cccnc5)nn34)CC2)c1	-12%
COc1ccc(N2C(=O)CSC23C(=O)N(Cc2ccc(C)cc2)c2ccccc23)cc1Cl (configuration not stated)	-38%
CCc1nc2ccc(C(=O)NC3CCN(Cc4ccccc4)CC3)cn2c1N(C)Cc1cc2ccccc2s1	-57%
C#CCn1cc(CNC[C@H]2O[C@@H](n3cnc4c(=O)[nH]c(N)nc43)[C@H](O)[C@@H]2O)c2ccccc21	12%

(listing goes on)
SMILES	BRCA1 expr up
O=C(c1ccccc1)N(CCCn1ccnc1)C(c1ccccc1)c1nc2ccccc2[nH]1 (configuration not stated)	-22%
Cc1cnc(CNC(=O)c2csc([C@H]3C[C@H](O)[C@@H](CO)O3)n2)cn1	11%
CC(C)C(=O)N1CCCC1(C)C(=O)Nc1ccc(-n2cncn2)cc1 (configuration not stated)	21%
CCCNC(=O)C1(C)CCCN(C(=O)c2ccc3ccccc3c2)C1 (configuration not stated)	18%
COc1cccc(CN2CCC(C)(Oc3cccc(Cl)c3)C2)c1OC (configuration not stated)	19%
CCn1cc2nc(SCc3cc(C)ccc3C)n(Cc3ccc(Cl)cc3)c(=O)c2n1	1%
NC(=NCc1ccccc1)NN=Cc1ccnc2ccccc12	0%
CCc1nc2ccc(C(=O)NCCCN3CCCC3=O)cn2c1N(C)C(=O)C1CCCCC1	11%
Nc1[nH]c(C(=O)c2ccccc2)c(-c2ccccc2Br)c1C(=O)NCCc1ccc(Cl)cc1Cl	3%
COc1ccc(CC(=O)Nc2c(C(=O)Nc3ccccc3F)oc3ccccc23)cc1	2%
Cc1c(NC(=O)c2ccc(Cl)cc2)cc(C(C)C)c(O)c1S(=O)(=O)c1ccccc1	0%
COc1ccccc1CNC(=O)c1cc(-c2ccc(F)cc2C)n[nH]1	2%
CN(C(=O)Nc1cn(C)c(=O)c2ccccc12)c1ccccc1	6%
O=C(CNC(=O)C1CCCCC1)OCC(=O)c1ccc([N+](=O)[O-])cc1	0%
CN1CCCC(C)(C(=O)Nc2cccc(Oc3ccccc3)c2)C1 (configuration not stated)	-2%
CCOC(=O)[C@]12CCC=C1N(Cc1ccco1)C(=O)[C@H](CC(=O)NCc1ccccc1)C2	2%

Assay outcomes as filed in PubChem.
